D2 agonist = D2 dopamine receptor (human) agonism. P14416. activation, % at 2 µM. 340,000 compounds, 0.53% hits. HEK293 T-REx D2 cells, calcium flux agonist mode;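 active = activation over 3 SD above normal in the single-dose calcium agonist read, cut at about 30% in these data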; note: 0% is about no effect
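Tetracycline-induced HEK293 T-REx cells with force-coupled D2 receptor, plated overnight at 30 C, loaded with no-wash calcium dye. After a 10 s baseline, compound was pin-added and calcium flux read kinetically for 180 s; calcium rises flagged agonists.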
D1 potentiator = human D1 dopamine receptor positive modulation. 360,000 compounds, 0.036% hits. HEK293 TREx D1 cells, calcium flux, dopamine EC20 potentiation. potentiation, % at 10 µM; in the data active = potentiation above about 30%; note: 0% is about no effect
D2 PAM = positive allosteric modulators of human D2 dopamine receptor; 340,000 compounds, 0.34% hits; P14416; potentiation, % at 10 µM; HEK293 T-REx D2, calcium flux, EC20 dopamine potentiation; AID 485347;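 active = potentiation over 3 SD above the plate norm, cut at about 30% in these data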; note: 0% is about no effect
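Tetracycline-induced HEK293 T-REx cells force-coupled to calcium signalling expressed D2; compounds were pin-added after a 10 s baseline, read kinetically 180 s, then an EC20 dopamine challenge followed with a further 180 s calcium read.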
D1 antagonist = human D1 dopamine receptor antagonism; HEK293 TREx D1 cells, calcium flux, dopamine EC80; hits give low values; activity change, negative = inhibition, % at 10 µM; 360,000 compounds, 3.2% hits; AID 504652; in the data active = activity change below about -30%; note: % is set by controls: 0 for no effect and ±100 for the full control effect
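Allosteric or orthosteric antagonism assessed as attenuation of the calcium response to EC80 dopamine, added 180 s after compound, in induced HEK293 Trex D1 cells loaded with no-wash calcium dye.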
RXFP1 antagonist = RXFP1 (human) relaxin receptor antagonism. activity change, negative = inhibition, % at 57.5 µM. AID 1259400. 350,000 compounds, 0.59% hits. Q9HBX9. HEK293-RXFP1, relaxin-stimulated cAMP HTRF, 30 min; hits give low values;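 active = activity change of -60% or lower, but not beyond a set lower limit; inconclusive = change between -60% and -40%, or beyond the set limit; inactive = change above -40%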; note: % is set by controls: 0 for no effect and ±100 for the full control effect
Target sequence (Q9HBX9 whole entry, looked up): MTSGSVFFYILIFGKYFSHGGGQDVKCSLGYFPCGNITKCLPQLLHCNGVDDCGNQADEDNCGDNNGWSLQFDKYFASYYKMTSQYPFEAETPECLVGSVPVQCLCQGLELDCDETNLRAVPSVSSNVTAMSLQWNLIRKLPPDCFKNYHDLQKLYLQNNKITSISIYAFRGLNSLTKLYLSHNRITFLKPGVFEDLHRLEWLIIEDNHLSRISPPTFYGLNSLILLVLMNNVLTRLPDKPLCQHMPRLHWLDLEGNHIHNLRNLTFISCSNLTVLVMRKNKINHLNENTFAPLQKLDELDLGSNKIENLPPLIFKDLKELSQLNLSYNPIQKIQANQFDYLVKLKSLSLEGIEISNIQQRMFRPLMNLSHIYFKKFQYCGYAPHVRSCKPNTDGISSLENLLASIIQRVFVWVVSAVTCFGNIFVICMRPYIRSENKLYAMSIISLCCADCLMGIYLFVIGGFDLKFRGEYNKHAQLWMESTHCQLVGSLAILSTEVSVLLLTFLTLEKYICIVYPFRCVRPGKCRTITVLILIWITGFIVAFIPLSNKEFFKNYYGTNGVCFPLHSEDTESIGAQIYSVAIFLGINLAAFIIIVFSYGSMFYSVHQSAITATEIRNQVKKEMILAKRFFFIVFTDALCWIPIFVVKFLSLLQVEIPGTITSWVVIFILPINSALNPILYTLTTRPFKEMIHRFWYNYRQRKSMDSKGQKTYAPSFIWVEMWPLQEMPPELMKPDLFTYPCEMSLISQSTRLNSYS
TRHR PAM = allosteric enhancers of human TRH receptor | TRHR cells, fluo-8 calcium fluorescence, EC20 TRH enhancement | 360,000 compounds, 0.66% hits | enhancement, % at 2 µM | AID 493056; in the data active = enhancement above about 30%; note: 0% is about no effect
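TRHR-expressing cells loaded with fluo-8 calcium dye were read kinetically (ex 480/em 530) during compound addition, then stimulated with an EC20 of TRH (10 nM final). Enhancement of the Gq-mediated intracellular calcium response was scored.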
RXFP1 agonist = agonists of human relaxin receptor RXFP1. Q9HBX9. HEK293T-RXFP1 cAMP TR-FRET, 30 min; response scale: percent of porcine relaxin response, buffer zero. Potency, µM (top dose mostly 57.5 µM), inactives show at the highest dose activation, hits mostly activators. 370,000 compounds, 0.3% hits. AID 2676; active = well fitted activation curve with a large enough effect; inconclusive = small, poorly fitted or top-dose-only effect; note: potency is the fitted concentration of half-maximal effect; % is set by controls: 0 for no effect and ±100 for the full control effect; nearly all actives have a fitted effect of over 60% in size; many of its hits are not listed in these tables
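Agonist response is measured as cAMP accumulation in an RXFP1-transfected HEK293T line under PDE4 inhibition. Values are scaled between buffer-only and 29 nM porcine relaxin, and EC50s come from standard Hill equation fits.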
D1 ag = activates the human D1 dopamine receptor | 360,000 compounds, 1% hits | activation, % at 2 µM | AID 504660 | P21728 | HEK293 T-REx D1 cells, calcium flux, agonist mode; in the data active = activation above about 30%; note: 0% is about no effect
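Inducible HEK293 T-REx D1 cells, force-coupled to calcium signalling, were plated at 4000 cells/well with tetracycline and held overnight at 30 C. After no-wash calcium dye loading, compound-evoked calcium rise over 180 s flagged agonists.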
D2 antagonist = antagonists of human D2 dopamine receptor | P14416 | HEK293 TREx D2 cells, calcium flux, dopamine EC80 | inhibition, % at 10 µM | 340,000 compounds, 2% hits | AID 485344; in the data active = inhibition above about 30%; note: 0% is about no effect
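Overnight-induced (tetracycline, 30 C) HEK293 T-REx cells carrying force-coupled D2 receive a no-wash calcium dye, then compound, then EC80 dopamine at 180 s; signals are read kinetically throughout.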
Numbers without * were called inactive; ? = inconclusive; nt = no result given. An excerpt (hit frequency here may not be typical).

SMILES | D2 agonist | D1 potentiator | D2 PAM | D1 antagonist | RXFP1 antagonist | TRHR PAM | RXFP1 agonist | D1 ag | D2 antagonist
COc1cccc(C2CC(C(F)(F)F)n3ncc(C(=O)Nc4c(C)n(C)n(-c5ccccc5)c4=O)c3N2)c1 (configuration not stated) | 1.5 | 6 | 21 | -26 | 1 | -6 | 0.9% | 2 | 11
Cc1onc(-c2ccccc2)c1C(=O)NNC(=S)NC(=O)c1ccc(F)cc1 | 14 | -3 | 2 | 9 | -6 | -1 | 0.2% | 61* | 8
CCOc1ccc(CCNC(=O)CSc2nc3ncc(Cl)cc3[nH]2)cc1OCC | -0.4 | 1 | -3 | 1 | -5 | -3 | 0.0% | 2 | 8
Cc1ccc(NS(=O)(=O)c2c(C)[nH]c(C)c2C(=O)N2CCCCC2)c(Br)c1 | 1.2 | 6 | -16 | 20 | 5 | -4 | -0.1% | 1 | 1
CCn1c(C(C)NC(=O)c2cccc(C)c2)nc2ccccc21 (configuration not stated) | 0.0 | 13 | -16 | 5 | 0 | -2 | 0.4% | 3 | -1
Cc1ccccc1CN(c1ccc(C(=O)NCc2ccccn2)cc1)S(C)(=O)=O | 1.2 | 6 | 24 | -8 | 9 | -1 | 0.5% | 2 | -13
COC(=O)c1ccc(NC2c3ncccc3C(=O)N2Cc2cccs2)cc1 (configuration not stated) | -1.0 | -4 | 15 | 9 | 2 | 3 | 2.7% | -2 | -5
CCCNC(=O)CCCN1C(=O)c2ccccc2Sc2ncccc21 | -0.2 | -2 | 6 | -6 | 3 | -3 | 0.2% | 3 | -18
CCSc1nnc(NC(=O)C2CCN(S(=O)(=O)c3ccccc3C(F)(F)F)CC2)s1 | 0.2 | 1 | 13 | 3 | 3 | 7 | 3.0% | 3 | -3
C=CC[N+]1(CC=C)CCOCC1 | 0.4 | -2 | -6 | -5 | 0 | 3 | 1.6% | 1 | 15
CC(C)(C)NC(=O)NC(=O)COC(=O)Cc1c(Cl)cccc1Cl | -1.9 | 0 | 8 | 3 | -13 | 7 | 0.7% | 6 | -3
COC(=O)C1Cc2c([nH]c3ccccc23)CN1C(C)=O (configuration not stated) | 0.5 | -6 | 10 | -25 | -1 | 1 | 7.0% | 3 | -6
Cc1cccc(Cc2ccc(Cl)nn2)c1 | 1.0 | -1 | -2 | -38* | -2 | -1 | -4.8% | 3 | -5
COc1cc2c(cc1OC)C(C)N(C(=O)c1sc(-c3cnccn3)nc1C)CC2 (configuration not stated) | 0.5 | -4 | -14 | 10 | -11 | 0 | 0.0% | 1 | -5
CC(C)(C)c1ccc(/C=C/C(=O)O)s1 | 0.2 | -2 | -1 | -5 | -5 | -5 | -0.2% | 3 | 3
COc1ccccc1/C=C/C(C)=O | nt | 0 | -1 | 18 | -3 | 7 | 4.2% | 2 | 5
COCCN(C(=O)CCc1nnc(Cc2c[nH]c3ccccc23)o1)C(C)C | 3.6 | -3 | -7 | 5 | 2 | -5 | 2.0% | 5 | 21
Cc1cccc(-c2oc3ccc(-c4ccc5c(c4)OCO5)cc3c2C#Cc2cncn2C)c1 | 1.1 | -7 | 13 | nt | nt | -3 | 4.9% | -3 | 11
Cc1ccccc1CNC(=O)C1CCN(S(=O)(=O)Cc2ccccc2)CC1 | 1.9 | -2 | 6 | -7 | 2 | 2 | 0.0% | 4 | nt
CCOc1ccc(/C=C/C(O)=C2/C(=O)NC3(C)CC2c2ccccc2O3)cc1OC (configuration not stated) | nt | -1 | nt | 7 | -6 | 1 | -0.2% | 1 | nt
Cc1noc(C)c1COc1ccc(C(=O)N2CCC(C)CC2)cc1 | -0.2 | -11 | -8 | -13 | 0 | 3 | 1.0% | 3 | -9
COc1cc2c(cc1C=O)OC(C)C2 (configuration not stated) | -0.1 | -3 | -6 | 17 | 2 | 0 | 3.1% | 0 | 2
CCCC(=O)Nc1nnc(S(=O)(=O)N2CCCC2)s1 | -0.2 | -4 | -10 | 1 | nt | -9 | -2.9% | 1 | 27
CC(=O)c1cccc(NC(=O)CCNC(=O)c2cccc(C)c2)c1 | -2.9 | -10 | nt | -9 | -10 | -2 | -1.2% | 3 | 23
COc1cc2[nH]c(C(=O)N3CCN(c4ccccc4F)CC3)cc2c(OC)c1OC | -0.1 | -2 | -2 | 0 | 0 | 2 | -2.1% | 0 | -20

Nine compounds already listed, sorted by count of non-hydrogen atoms, ascending.
SMILES | D2 agonist | D1 potentiator | D2 PAM | D1 antagonist | RXFP1 antagonist | TRHR PAM | RXFP1 agonist | D1 ag | D2 antagonist
CC(C)(C)c1ccc(/C=C/C(=O)O)s1 | 0.2 | -2 | -1 | -5 | -5 | -5 | -0.2% | 3 | 3
Cc1cccc(Cc2ccc(Cl)nn2)c1 | 1.0 | -1 | -2 | -38* | -2 | -1 | -4.8% | 3 | -5
CCCC(=O)Nc1nnc(S(=O)(=O)N2CCCC2)s1 | -0.2 | -4 | -10 | 1 | nt | -9 | -2.9% | 1 | 27
COC(=O)C1Cc2c([nH]c3ccccc23)CN1C(C)=O (configuration not stated) | 0.5 | -6 | 10 | -25 | -1 | 1 | 7.0% | 3 | -6
CC(=O)c1cccc(NC(=O)CCNC(=O)c2cccc(C)c2)c1 | -2.9 | -10 | nt | -9 | -10 | -2 | -1.2% | 3 | 23
CCCNC(=O)CCCN1C(=O)c2ccccc2Sc2ncccc21 | -0.2 | -2 | 6 | -6 | 3 | -3 | 0.2% | 3 | -18
Cc1ccccc1CNC(=O)C1CCN(S(=O)(=O)Cc2ccccc2)CC1 | 1.9 | -2 | 6 | -7 | 2 | 2 | 0.0% | 4 | nt
CCOc1ccc(/C=C/C(O)=C2/C(=O)NC3(C)CC2c2ccccc2O3)cc1OC (configuration not stated) | nt | -1 | nt | 7 | -6 | 1 | -0.2% | 1 | nt
COc1cccc(C2CC(C(F)(F)F)n3ncc(C(=O)Nc4c(C)n(C)n(-c5ccccc5)c4=O)c3N2)c1 (configuration not stated) | 1.5 | 6 | 21 | -26 | 1 | -6 | 0.9% | 2 | 11

Remaining list, next part.
SMILES | D2 agonist | D1 potentiator | D2 PAM | D1 antagonist | RXFP1 antagonist | TRHR PAM | RXFP1 agonist | D1 ag | D2 antagonist
Cc1cccc(C)c1N1C(=O)C2ON(c3ccccc3)C(c3ccncc3)C2C1=O (configuration not stated) | 0.6 | -4 | 2 | 2 | -6 | -2 | -1.8% | 4 | -22
CC(C)(C)c1cc(NC(=O)COC(=O)c2nccnc2N)n(-c2ccccc2)n1 | 0.0 | 0 | -2 | 1 | -7 | 16 | -0.4% | 7 | 6
CCOC(=O)c1sc(NC(=O)c2cc3c(s2)CCC(C)C3)nc1C (configuration not stated) | -0.4 | -5 | 0 | 2 | 0 | 3 | ? | 2 | 0
CCCCC1=CC2=C(c3ccco3)C(=O)C(C)(OC(=O)c3ccc(OC)cc3)C(=O)C2=CN1C1CC1 (configuration not stated) | 0.6 | 0 | 1 | -2 | nt | 0 | 5.0% | 0 | 15
COC(=O)c1ccc(C(=O)OC)c(NC(=O)CN2CCCCC2)c1 | 1.1 | 0 | 7 | 6 | 0 | -9 | 1.5% | 8 | -3
O=C(CN1C(=O)C2CCCCC2C1=O)Nc1ccccc1C(=O)O (configuration not stated) | 1.1 | -4 | -10 | 1 | 7 | 3 | -2.7% | 3 | 3
Cc1ccc(C(=O)c2cn(-c3ccc(F)c(Cl)c3)nn2)cc1 | 0.2 | -4 | 2 | -7 | 8 | 1 | 1.9% | 2 | 22
Cc1ccc(N2CC(C(=O)Nc3nnc(SCCC4OCCO4)s3)CC2=O)cc1 (configuration not stated) | 1.1 | 1 | 3 | -8 | -34 | 3 | 0.0% | 1 | 9
C#CCSc1[nH]c(=O)cc(C)c1C#N | 0.8 | -2 | -6 | -3 | 9 | 5 | -0.9% | 3 | 4
COc1ccc2c(c1)c(=O)oc1cc(OCC(=O)NC3CC3)ccc12 | 0.2 | -4 | -3 | 10 | 8 | -1 | ? | 2 | -4
CCOC(=O)N/N=C\c1cccc(OC)c1OC/C=C/c1ccccc1 | 0.1 | 0 | 1 | 18 | -10 | -4 | -0.5% | 1 | -1
C/C(CC(=O)Nc1cccc(C(F)(F)F)c1)=N/NC(=O)C(=O)NCCO | -0.3 | -2 | -7 | 2 | 0 | -11 | 0.3% | 2 | 0
CC(C)NC(=O)CCNS(=O)(=O)c1ccc(Br)cc1 | -0.1 | -3 | -1 | -6 | -23 | 2 | 1.6% | 0 | 7
O=C(O)CC(NC(=O)C12CC3CC(CC(C3)C1)C2)c1ccc(OC2CCCC2)cc1 (configuration not stated) | 0.1 | -3 | -4 | 4 | -8 | 4 | -0.5% | 2 | -8
O=C(Nc1ccc(S(=O)(=O)Nc2ncccn2)cc1)c1ccc(S(=O)(=O)N2CCCC2)cc1 | -0.1 | 0 | 9 | 18 | 12 | 9 | 1.6% | -1 | 13
CCOc1ccc(N=C/C=C/c2ccccc2)c(O)c1 | nt | 4 | nt | -2 | 8 | -7 | -2.7% | 8 | nt
COc1ccc(NC(=O)Cc2ccccc2F)cc1S(=O)(=O)N1CCCCC1 | 0.0 | 4 | 14 | -10 | 0 | -9 | 1.1% | -1 | -23
Cc1ccc(S(=O)(=O)Nc2ccccc2C(=O)N2CCN(C)CC2)cc1 | -0.2 | -3 | 4 | 6 | 0 | 7 | 2.9% | 3 | -8
O=C(NC(=S)Nc1cccnc1)c1ccccc1 | -1.0 | 4 | 3 | 6 | -6 | 5 | -1.1% | 1 | 7
CC1CCN(C(=O)COC(=O)c2ccc(Br)o2)CC1 | -0.2 | 5 | 6 | -4 | -7 | 10 | -0.7% | 1 | -20
O=C(Nc1cc(S(=O)(=O)N2CCOCC2)ccc1Cl)c1cc(=O)c2ccccc2o1 | -1.1 | 1 | -1 | -22 | -6 | 0 | 5.5% | 5 | 7
O=C(Nc1ccc(F)cc1)c1cccc(C(=O)Nc2ccc(F)cc2)c1 | 9.1 | -8 | -1 | -20 | -7 | 2 | 0.4% | 18 | 10
CN(C)S(=O)(=O)Oc1ccc(C(=O)Nc2cccc(C(F)(F)F)c2)cc1 | 0.5 | -1 | -9 | -30 | -4 | 0 | 0.3% | 10 | 9
COC(=O)c1nn(-c2nc(-c3ccc(OC)c(OC)c3)cc(C(F)(F)F)n2)cc1[N+](=O)[O-] | -0.3 | 2 | 3 | -1 | 6 | 0 | 0.6% | 1 | 4
CCOC(=O)c1[nH]cnc1N=Nc1c(O)ccc2ccccc12 | -0.7 | -3 | 4 | -9 | 2 | 1 | 0.8% | 2 | 0
CC/C(C)=N/Nc1nc2sc3c(c2c(=O)[nH]1)CC(C)(C)OC3 | 1.5 | -3 | -1 | -18 | 7 | -2 | 1.9% | 11 | 10
CC1(C)CSC(=NCCc2ccccc2)N1 | 2.6 | -8 | 20 | -5 | 1 | -2 | -0.1% | 5 | -3

Screens as filed in PubChem.
